Hsp90 Hop PPI = changes Hsp90-Hop TPR2A binding signal, up or down; AID 595; AlphaScreen TPR2A-His6 binding biotin-Hsp90 C-terminal peptide; hit rate 0.44% among 71,000; Potency, µM (doses to about 57 µM), for the others: at the top dose activity change, negative = inhibition; active means well fitted curve in either direction with a large enough effect; inconclusive means small, poorly fitted or top-dose-only effect, or another doubt; further: potency means the concentration at half of the fitted maximal effect; on the % scale 0 is the no-effect control and ±100 the full control effect; many of its hits are not listed in these tables
HBB splice mod = hemoglobin beta splicing modulation | HBB splicing reporter cell assay, activation; EGFP reporter with mutant IVS2-654 intron; response scale: normalised to 500 nM splice-correcting PNA | Potency, µM (highest dose often 46.1 µM), inactives show at the highest dose activation, actives largely listed as activators | hit rate 0.06% among 65,000; further: potency means the concentration at half of the fitted maximal effect; 0% is about no effect
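HeLa cells stably expressing EGFP interrupted by mutant beta-globin intron 2 (IVS2-654), 500/well in 2% FCS. Treated with compound for 2 days at 37C. Splicing correction scored as total well GFP intensity (488 nm excitation, 500-520 nm emission); 500 nM antisense PNA served as control.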
UbGFP stabilizer = proteasome inhibitors stabilizing ubiquitin-GFP reporter. Ubiquitin-GFP reporter cells, proteasome inhibition, GFP fluorescence; response scale: untreated = 0%, 10 µM MG-132 = 100%. Potency, µM (series often up to 45.9 µM), for inactives: at the top dose activation (GFP accumulation), actives largely listed as activators. 67,000 tested, under 10 active. AID 526; active means well fitted activation curve with a large enough effect, not every such curve was filed as active; inconclusive means small, poorly fitted or top-dose-only effect, or another doubt; inactive means no such curve, though single readings can be large or run the other way; further: potency means the concentration at half of the fitted maximal effect
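Proteasome block read as GFP accumulation: ubiquitin(G76V)-GFP U2OS cells exposed to compound (2.9 nM–46 uM) for 4 hr at 37 C. Normalization used untreated cells as 0% and 10 uM MG-132 as 100%; concentration-response curves fitted.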
DNA Pol III inh = DNA polymerase III holoenzyme inhibition; reconstituted DNA polymerase III holoenzyme replication, biochemical; Potency, µM (titrated, usually from 57.1 µM), without a hit: at the top dose activity change, negative = inhibition; hit rate 0.25% among 71,000; AID 603; further: potency means the concentration at half of the fitted maximal effect; on the % scale 0 is the no-effect control and ±100 the full control effect
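Reconstituted *E. coli* holoenzyme (0.35 nM Pol III, 1 nM beta, 154 nM SSB, 2 nM primase) was preincubated with compound for 15 min at RT. Synthesis on 1.4 nM ssM13Gori ran 35 min, then was stopped with PicoGreen/EDTA and read as dsDNA fluorescence.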
FLuc inh = inhibitors of firefly luciferase | hit rate 2.2% among 72,000 | Potency, µM (top dose mostly 57.1 µM), without a hit: at the highest dose activity change, negative = inhibition, hits mostly inhibitors | purified firefly luciferase, luminescence, 8 min | P08659 | AID 411; further: potency means the concentration at half of the fitted maximal effect; on the % scale 0 is the no-effect control and ±100 the full control effect; nearly all actives have a fitted effect of over 40% in size
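Luminescence read-out after 8 min at room temperature; enzyme reaction used luciferin plus 10 uM ATP (linear range) in imidazole buffer pH 7.2 with KCl, MgCl2, Tween 20 and BSA. Each sample was run as a titration.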
CRE-bla Fsk = modulators of forskolin-stimulated CRE signaling in CHO cells | CHO CRE-bla reporter (cAMP response element driving beta-lactamase), forskolin EC10, beta-lactamase ratio | Potency, µM (titrated, usually from 38.2 µM), for the others: at the top dose activity change, negative = inhibition, hits mostly activators | hit rate 2.5% among 71,000; active means well fitted activation curve with a large enough effect in the signal ratio, with a control signal flat, not every such curve was filed as active; inconclusive means small, poorly fitted or top-dose-only effect, or effect the other way, or a change in a side signal; the % refers to the signal ratio; further: potency means the concentration at half of the fitted maximal effect; % of control where 0% means no effect
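Modulation of forskolin-driven signalling is measured in CHO cells carrying a CRE-controlled beta-lactamase reporter. Cells are stimulated with EC10 NKH 477 in the presence of titrated compound for 3 h at 37 °C, then loaded with CCF4 for 2 h at room temperature.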
15-hLO inh = blocks human 15-lipoxygenase activity; P16050; purified 15hLO-1, xylenol orange hydroperoxide absorbance; Potency, µM (doses to about 57.1 µM), for inactives: at the highest dose activity change, negative = inhibition, most hits filed as inhibitors; hit rate 1.4% among 74,000; AID 887; further: potency means the concentration at half of the fitted maximal effect; on the % scale 0 is the no-effect control and ±100 the full control effect; nearly all actives have a fitted effect of over 55% in size
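Purified human 15hLO-1 (40 nM final) in 25 mM Hepes pH 7.5, 0.01% Triton X-100 was preincubated with compound 15 min at room temperature, then reacted 6 min with 50 uM arachidonic acid; hydroperoxide detected by Fe-XO, 573/405 nm absorbance ratio.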
Tau filament bind = binds recombinant human tau filaments; recombinant tau filaments, thioflavin S fluorescence, 15 h; filaments grown with octadecylsulfate alongside compound; Potency, µM (series often up to 57.1 µM), without a hit: at the top dose activity change, negative = inhibition; hit rate 2% among 71,000; AID 596; P10636;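 further: potency means the concentration at half of the fitted maximal effect; on the % scale 0 is the no-effect control and ±100 the full control effect; actives lower thioflavin S fluorescence by blocking filaments or displacing dye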
Target sequence (P10636 whole entry, looked up): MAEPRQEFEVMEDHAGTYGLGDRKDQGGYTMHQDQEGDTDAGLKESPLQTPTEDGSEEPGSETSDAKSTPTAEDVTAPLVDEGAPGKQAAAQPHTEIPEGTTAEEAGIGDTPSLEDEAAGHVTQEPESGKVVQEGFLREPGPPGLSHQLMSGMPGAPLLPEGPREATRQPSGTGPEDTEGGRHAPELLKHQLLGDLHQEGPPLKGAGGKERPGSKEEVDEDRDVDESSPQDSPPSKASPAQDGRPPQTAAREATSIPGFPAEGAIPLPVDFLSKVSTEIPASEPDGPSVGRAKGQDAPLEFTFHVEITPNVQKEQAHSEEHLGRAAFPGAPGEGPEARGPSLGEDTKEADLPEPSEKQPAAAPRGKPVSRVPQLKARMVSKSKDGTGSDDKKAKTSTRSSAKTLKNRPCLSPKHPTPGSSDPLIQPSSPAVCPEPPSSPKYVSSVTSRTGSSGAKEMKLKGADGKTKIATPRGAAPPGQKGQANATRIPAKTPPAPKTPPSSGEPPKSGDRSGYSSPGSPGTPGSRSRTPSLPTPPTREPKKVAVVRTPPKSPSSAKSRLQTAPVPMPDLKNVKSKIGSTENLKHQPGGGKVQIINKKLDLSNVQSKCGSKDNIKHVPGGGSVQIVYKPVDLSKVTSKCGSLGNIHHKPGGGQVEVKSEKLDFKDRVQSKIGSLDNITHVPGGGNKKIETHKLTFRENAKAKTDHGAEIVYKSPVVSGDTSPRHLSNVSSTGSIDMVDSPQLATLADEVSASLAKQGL
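His-tagged recombinant human tau (exons 2, 3, 10; 1 uM final) fibrillized with 30 uM sodium octadecylsulfate, 15 h at 37 C, in pH 7.4 HEPES buffer with 10 uM thioflavine S and 5 mM DTT. Reduced ThS fluorescence (450/510 nm) marks activity.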
ERK AVP block = inhibitors of vasopressin-stimulated ERK signaling pathway | HEK293-V1b, vasopressin-stimulated pERK AlphaScreen | Potency, µM (series often up to 57.5 µM), inactives show top-dose activity, negative = inhibition, usual class: inhibitors | hit rate 0.99% among 72,000; further: potency means the concentration at half of the fitted maximal effect; on the % scale 0 is the no-effect control and ±100 the full control effect; nearly all actives have a fitted effect of over 55% in size
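Overnight-seeded V1b-HEK293 cells in 1% FBS got compound, then vasopressin (25 nM final, 5 min, 37C), then lysis buffer. AlphaScreen detection of phospho-ERK; activity normalized to basal and full-stimulation controls.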
GFP derepression = epigenetic GFP locus derepression in mouse cells | mouse C127i GFP locus derepression, cytometry, 30 h | Potency, µM (top dose mostly 46.1 µM), without a hit: at the top dose GFP derepression (activation) | hit rate 0.09% among 68,000; further: % of control where 0% means no effect
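Derepression screen: silenced CMV-GFP reporter in murine C127i cells, 30 h compound incubation at 37 C, washed cells imaged by laser-scanning cytometer to enumerate GFP-expressing objects of 20 to 120 um.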
HADH2 inhib = blocks human hydroxyacyl-CoA dehydrogenase type II; recombinant HADH2, NADH fluorescence, beta-hydroxybutyryl-CoA; Potency, µM (highest dose often 57.1 µM), for inactives: top-dose activity change, negative = inhibition, most hits filed as inhibitors; AID 886; hit rate 3.4% among 73,000; Q99714; further: potency means the concentration at half of the fitted maximal effect; on the % scale 0 is the no-effect control and ±100 the full control effect; nearly all actives have a fitted effect of over 60% in size; many of its hits are not listed in these tables
Target sequence (Q99714 whole entry, looked up, one chain of several): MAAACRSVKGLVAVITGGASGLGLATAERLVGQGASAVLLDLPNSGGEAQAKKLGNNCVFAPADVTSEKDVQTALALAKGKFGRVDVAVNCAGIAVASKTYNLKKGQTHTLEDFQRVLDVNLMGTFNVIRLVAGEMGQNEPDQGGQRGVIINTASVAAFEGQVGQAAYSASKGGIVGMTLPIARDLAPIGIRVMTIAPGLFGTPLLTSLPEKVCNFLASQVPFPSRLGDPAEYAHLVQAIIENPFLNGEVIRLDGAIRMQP
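NADH fluorescence (ex 360/em 450 nm) read every 30 s for 4 min; activity taken as last-minus-first time point difference. Enzyme 20 nM, NAD+ 1 mM, beta-hydroxybutyryl-CoA 90 uM, pH 9.0 Tris buffer.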
Starred values were filed as active, the others as inactive; i = inactive; ? = inconclusive; . = no result given; & = joins results of further samples; [ ] = another dose, or the depositor's remark. Unless noted, the call rests on the fitted dose curve; in most records, active means well fitted curve in the direction sought with a large enough effect; inconclusive means small, poorly fitted or top-dose-only effect, or another doubt; inactive means no such curve, though single readings can be large; an effect the other way counts as inactive or inconclusive.

SMILES	Hsp90 Hop PPI	HBB splice mod	UbGFP stabilizer	DNA Pol III inh	FLuc inh	CRE-bla Fsk	15-hLO inh	Tau filament bind	ERK AVP block	GFP derepression	HADH2 inhib
CN1CCN(c2ncc3nc(CCc4ccccc4)c(=O)n(C4CC4)c3n2)CC1	-1.4%	9.5%	-9.1%	-4.0%	1.8%[11.4 µM]	?	-6.8%	i	-24.1%	2.3%[9.22 µM]	11.7%
CC(=O)NCCc1cc2ccc(C)c(C)c2[nH]c1=O	-1.0%	0.0%	14.4%	-7.7%	-0.3%	5.0%	9.4%	6.3%	.	.	3.7%
COc1cc2[nH]c(=S)n(CCN3CCOCC3)c(=O)c2cc1OC	-5.8%	-1.2%	-11.1%	-6.8%	-1.6%	6.0%	0.4%	26.9%	?	-2.9%	-7.6%
CCN(CC)CCN(Cc1cc2cc3c(cc2[nH]c1=O)OCCO3)C(=O)NC1CCCCC1	0.2%	.	0.0%	-5.1%	0.3%	14.6%	0.0%	-3.2%	9.1%	-1.2%	?
O=C(CN1C(=O)NC(Cc2ccccc2)C1=O)Nc1ccc(F)cc1 (centres undefined)	-2.2%	3.4%	2.8%	-3.3%	1.2%	-23.6%	-11.6%	-9.5%	1.9%	-0.1%	16.9%
Cn1nnnc1Sc1ncnc2scc(-c3ccc(F)cc3)c12	0.8%	-0.3%[57.5 µM]	4.7%	1.7%	-6.0%	?	2.9%	?	3.9%	1.6%	-9.2%
CN(C1CCS(=O)(=O)C1)S(=O)C12CC3CC(CC(C3)C1)C2 (centres undefined)	-4.5%	-0.5%	5.0%	-2.8%	0.5%	-5.1%	1.3%	2.9%	7.2%	-0.8%	-3.7%
CCCCn1cnc2c1c(=O)n(CC(=O)c1cc(C)n(C)c1C)c(=O)n2CC(C)C	-9.3%	-2.5%	0.0%	-3.2%	-1.4%	-11.1%	10.4%	10.6%	-17.7%	-1.1%	12.0%
Cc1ccc(S(=O)(=O)N2C(=O)CCC2C(=O)Nc2ccc3c(c2)OCCO3)cc1 (centres undefined)	-3.1%	3.7%	3.0%	-1.3%	3.4%	-1.7%	-9.1%	3.3%	-19.3%	5.4%	2.4%
COCCCNC(=O)CCSc1ccc(Cl)cc1	-0.2%	3.4%	7.7%	-3.5%	-0.9%	2.4%	8.6%	5.2%	7.0%	6.9%	-4.9%
CCOC(=O)c1c(N)sc(C(=O)N2CCCCCC2)c1C	-2.6%	2.0%	9.2%	-6.0%	0.7%	?	0.9%	3.1%	5.3%	4.4%	-13.5%
O=C(c1cccc(F)c1)N1CCC2(CCCN(Cc3ccccc3)C2)CC1	2.2%	4.0%	-7.1%	-8.6%	1.8%[11.4 µM]	-8.5%	-1.1%	6.7%	16.2%	-2.3%[9.22 µM]	-3.0%
OCCOCCOCCn1c2ccccc2c2ccccc21	-1.6%	4.8%[0.369 µM]	-1.9%	-3.6%	1.8%	-18.4%	6.8%	-0.3%	-6.5%	0.0%	-9.5%
COC(=O)c1[nH]c2ccc(C)cc2c1NC(=O)CN1CCN(Cc2ccccc2)CC1	-2.8%	6.5%[1.84 µM]	3.8%	-1.8%	-6.2%	20.7%	-4.7%	.	?	-0.4%	?
CN1CCN(c2nc3cc(C(F)(F)F)ccc3n3cccc23)CC1	-2.5%&-6.9%	0.8%	9.0%&-3.3%	-1.4%&-4.8%	3.2%&-10.2%	?	-2.4%[25.6 µM]	2.7%&77.6%	0.3%&-21.3%	-1.3%&0.0%	2.7%&13.3%
CCCOc1nc2c(c(=O)n(C)c(=O)n2C)n1CC	-2.0%	-4.1%[57.5 µM]	-3.4%	-8.9%	3.0%	?	0.4%	0.1%	?	2.1%	21.3%
Cn1c(=O)[nH]c(=O)c2c1nc(N1CCc3ccccc3C1)n2CCSc1nc2ccccc2s1	-1.3%	1.8%	-1.4%	1.7%	0.7%	-21.5%	-7.1%	-6.3%	10.6%	-2.6%	9.1%
CCOC(=O)c1[nH]nc(N)c1NC(=O)c1ccc(Cl)cc1Cl	-3.3%	-0.3%[57.5 µM]	1.1%	1.2%	-2.8%	13.6%	?	-3.1%	27.3%	-2.5%	8.5%
O=C(COC(=O)c1cc(S(=O)(=O)N2CCCCC2)ccc1N1CCOCC1)NC1CCCCC1	-1.6%	0.1%[57.5 µM]	-1.9%	4.5%	0.5%	-15.0%	5.8%	10.4%	12.5%	-1.0%	15.0%
CC(=O)N(C(C)=O)c1ncc2c([nH]c3ccccc32)c1C#N	-3.0%	3.6%	2.6%	-4.8%	-2.6%	-12.2%	4.1%	-2.1%	-2.7%	0.0%	3.1%
Cc1ccccc1-c1nnc(-c2ccccc2)o1	8.3%	-0.3%[9.22 µM]	-8.3%	-4.6%	12.6µM*	17.6%	0.4%	23.2%	4.9%	-1.6%	8.3%
CCC1Oc2ccccc2N(CC(=O)NCCCN2CCCCC2CC)C1=O (centres undefined)	-2.8%	-1.6%[57.5 µM]	-4.3%	-2.9%	2.7%	0.5%	-6.2%	-3.8%	13.2%	0.0%	14.8%
O=C(NCCc1ccccc1)C(c1cccs1)N(C(=O)c1csnn1)C1CC1 (centres undefined)	-6.7%	1.4%	-1.7%	-8.5%	0.2%	?	1.9%	-3.3%	-13.5%	-1.8%	2.6%
CSc1nc2c(c(=O)n1-c1ccc(F)cc1)SCC2	0.2%	0.6%	-3.1%	-0.1%	-1.3%	5.5%	-2.8%	7.3%	-25.9%	6.3%	5.1%
COC(=O)CC[C@@H](C)[C@@H]1CC[C@@H]2[C@@H]3CC[C@H]4C[C@@H](O)CC[C@@]4(C)[C@@H]3CC[C@]21C	1.4%[11 µM]	2.4%[9.22 µM]	-5.8%[9.17 µM]	-6.1%[11.4 µM]	3.0%[11.4 µM]	?	15.7%[11.4 µM]	21.0%[11.4 µM]	1.2%[11.5 µM]	13.8%[9.22 µM]	9.9%[11.4 µM]
CC1CCN(S(=O)(=O)c2cccc(C(=O)N(C)C3CCS(=O)(=O)C3)c2)CC1 (centres undefined)	1.5%	1.2%	-4.4%	-0.4%	0.2%	-2.5%	-5.2%	4.9%	-2.0%	2.0%	10.1%
Cc1ccc(NC(=O)COC(=O)c2ccc3c(c2)NC(=O)C2CCCN32)cc1C (centres undefined)	-4.4%	0.1%[57.5 µM]	-3.8%	-2.6%	0.8%	3.8%	-11.4%	75.2%	-17.4%	-1.9%	-3.7%
COc1ccc(C2C(C#N)=C(N)Oc3cc(C)n(Cc4ccncc4)c(=O)c32)cc1 (centres undefined)	-4.2%	1.3%[0.369 µM]	.	2.6%	1.1%	11.2%	7.8%	-3.9%	-18.8%	-1.6%	-0.3%
COC(=O)c1cc(NC2c3ncccc3C(=O)N2Cc2ccccc2)cc(C(=O)OC)c1 (centres undefined)	-2.6%	-0.7%	6.6%	-11.3%	0.6%	?	0.0%	-5.9%	-26.8%	-2.6%	5.4%
Cc1[nH]c2ccc(C(=O)OCCN(C)C)cc2c1C	?	.	-3.5%	-8.9%	?	-2.3%	-25.5%	-14.6%	5.6%	0.0%	11.3%
Nc1ccc(C(=O)NCC(=O)O)cc1	-4.1%[26 µM]	0.8%[20.6 µM]	-9.1%[20.5 µM]	5.9%[25.6 µM]	0.6%[25.5 µM]	-0.9%[17.1 µM]	-23.7%	1.9%[25.6 µM]	-2.7%	1.7%[20.6 µM]	-6.2%[25.6 µM]
N=c1sccn1CC(=O)NCCc1ccc(Cl)cc1	-2.6%	1.8%	-2.9%	0.7%	0.0%	-12.3%	-3.4%	-14.5%	-11.0%	-2.9%	-0.3%
COC(=O)c1ccccc1NC(=O)CN1CCC(n2nnc3cc(F)ccc32)CC1	-1.4%	.	0.9%	1.7%	0.6%	16.0%	-3.5%	-4.3%	-21.2%	-1.3%	18.1%
Cc1n[nH]c(=O)nc1NCc1ccco1	-0.1%	-0.1%[57.5 µM]	-0.9%	-3.7%	-0.7%	0.4%	28.2%	-10.1%	-2.5%	-1.1%	?
COc1ccc(-c2cc(=O)n(-c3nc4ccccc4[nH]3)[nH]2)cc1	?	2.6%	5.4%	0.0%	-24.5%	?	19.0%	-12.7%	-19.7%	0.0%	20.8%
O=c1c2[nH]c3ccc(F)cc3c2ncn1CCN1CCOCC1	1.4%	0.8%[1.84 µM]	-7.1%	2.7%	0.6%	?	6.9%	7.2%	-0.3%	10.2%	-9.9%

Not all compounds are listed, so the mix of outcomes need not match the whole.
